# Assay outcomes: PubChem, Emory University Molecular Libraries Screening Center
# PGE2 EP2 inh: blocks the human prostaglandin E2 receptor EP2. 0.52% of 260,000 active. inhibition, % at 25 µM. P43116. C6 glioma cells expressing human EP2, cAMP TR-FRET; cells stimulated with saturating PGE2. AID 1422;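 active = percent inhibition above 40 after rounding to a whole number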;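 also: rat C6 glioma host cells with rolipram phosphodiesterase inhibitor present; the protocol text gives 20 µM as final concentration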
# Target sequence (P43116 whole entry, looked up): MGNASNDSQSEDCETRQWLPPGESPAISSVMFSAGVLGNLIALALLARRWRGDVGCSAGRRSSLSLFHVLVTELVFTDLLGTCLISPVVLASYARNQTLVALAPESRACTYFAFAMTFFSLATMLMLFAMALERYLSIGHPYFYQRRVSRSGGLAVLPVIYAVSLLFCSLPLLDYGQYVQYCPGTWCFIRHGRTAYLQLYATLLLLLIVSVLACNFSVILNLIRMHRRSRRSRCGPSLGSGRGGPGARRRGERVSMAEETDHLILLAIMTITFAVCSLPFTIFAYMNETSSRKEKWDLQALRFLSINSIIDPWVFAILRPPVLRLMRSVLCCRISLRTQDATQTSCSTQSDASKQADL
# EP2 mod: EP2 receptor (human) modulation. P43116. EP2-expressing cells, cAMP HTRF FRET, PGE2 co-stimulation. induction, % at 25 µM. 0.83% of 260,000 active. AID 940;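 active = compounds whose cAMP rise, as percent of the full-agonist control response, exceeds 60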;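 also: rat C6 glioma line stably carrying human EP2 under a CMV promoter; the protocol text gives 20 µM as final concentration; 100% = response of wells given 1 µM PGE2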
# * = called active by the depositor.
structure | PGE2 EP2 inh | EP2 mod
COc1ccc(S(=O)(=O)N2CCC(C(=O)NCc3ccc(F)cc3)CC2)cc1 | 9 | 11
COc1ccc(C(C(=O)NC2CCCC2)N(C(=O)c2ccco2)c2ccc3c(c2)CCC3)cc1OC (configuration not stated) | 12 | -47
C/C(Cl)=C\Cn1c(N2CCN(CCO)CC2)nc2c1c(=O)n(C)c(=O)n2C | 8 | -1
NC(N)=N/N=C\c1c(Cl)cccc1Cl | 12 | -8
Cc1c(CN2CCc3nc(N4CCC(C)CC4)[nH]c(=O)c3C2)cnn1C | 4 | -38
COc1cc(NC(=O)C2CC(=O)N(c3ccc(C)cc3)C2)c(OC)cc1Cl (configuration not stated) | 11 | -18
CCOc1ccc2nc(N3C(=O)C(O)=C(C(=O)c4ccco4)C3c3ccco3)sc2c1 (configuration not stated) | 20 | -31
CC(=O)c1ccc(NC(=O)CSc2nnc(-c3cccs3)n2C)cc1 | 5 | -8
COc1ccc(NC(=O)COC(=O)c2cccnc2)cc1 | 11 | -10
COC(=O)c1sc(NC(=O)COc2ccc(Cl)cc2C)c(C#N)c1C | 15 | -27
Cc1ccc(CN(Cc2cc3cccc(C)c3[nH]c2=O)C(=O)NC2CCCCC2)cc1 | 6 | 20
NC(=O)CSc1nc2ccccc2c2c1CCCC2 | 12 | 47
Cc1cccc(OCc2nnc(SCC(N)=O)n2Cc2ccco2)c1C | 10 | -36
CS(=O)(=O)N(CC(=O)NCc1ccc2c(c1)OCO2)c1cc(Cl)cc(Cl)c1 | 6 | -24
CC(C)(C)n1nnnc1CN1CCc2nc(N3CCOCC3)[nH]c(=O)c2C1 | 6 | 20
Cc1ccc2[nH]c(=O)c(-c3nc4ccccn4c3NCc3ccccc3)cc2c1 | 7 | -91
O=c1oc2ccccc2c(O)c1/C=N/c1nc(-c2ccc(O)c(O)c2)cs1 | 41* | 36
Cn1c(=O)n(CC(=O)NC2CCCC2)c2cccnc21 | 3 | -17
COCCn1c2ccccc2n2c(=O)n(CC(=O)N3CCCCC3C)nc12 (configuration not stated) | 8 | -10
CCC(C)(C)NC(=O)C(c1sccc1C)N(C(=O)c1csnn1)c1ccc(F)cc1 (configuration not stated) | 0 | 27
Cc1ccc(CN2CCC(C(=O)N3CCC(C)CC3)CC2)o1 | 15 | -22
COc1ccccc1C1(O)CCCN(CC(O)c2ccc(C)c(C)c2)C1 (configuration not stated) | 7 | -69
CCCOC(=O)c1ccccc1NC(=O)c1c(O)c2ccccc2n(C)c1=O | 8 | 37
O=C(C(c1ccccc1)C1CCCC1)N1CCC(n2cnc3cccnc32)CC1 (configuration not stated) | 10 | -29
CCN1CCCC1CN(Cc1cc2cc(OC)c(OC)cc2[nH]c1=O)C(=O)Nc1cccc(Cl)c1 (configuration not stated) | 8 | -69
Cc1cc2cc(C(=O)NCC3CCCN(C(C)C)C3)ccc2o1 (configuration not stated) | 6 | -22
Cc1cc(C)cc(N(CC(=O)NC2CCCC2)C(=O)CCC(=O)Nc2cc(C)on2)c1 | 4 | -21
CCc1cc2cc3c(cc2nc1SCC(=O)NC1CCCC1)OCO3 | 8 | 53
Cc1ccc(CN(Cc2cc3c(C)cc(C)cc3[nH]c2=O)C(=O)NC2CCCCC2)cc1 | 9 | -3
CC(=O)c1cc(C(=O)N2CCN(CCOc3ccc(F)cc3)CC2)cs1 | 5 | 1
COc1ccc2c(c1)cc(C)c1nnc(SCC(=O)N3CCCc4ccccc43)n12 | 6 | -21
Cc1cc(C)[n+](-c2nccs2)c(C)c1 | 9 | 13
COCCNC(=S)N(CCO)Cc1cc2c(C)ccc(C)c2[nH]c1=O | 9 | 19
COCCNC(=O)C(=O)Nc1nccs1 | 13 | -9
CCCC(c1nnnn1C(C)(C)C)N(Cc1ccccc1)Cc1cc2ccc(OC)cc2[nH]c1=O (configuration not stated) | 6 | 22
COC(=O)CCN1C(=O)/C(=C/c2cc(OC)c(OC)c(OC)c2)SC1=S | 8 | 17
O=C(Nc1ccccc1N1CCCC1)c1cccc(F)c1 | 19 | 21
CCOc1ccc2cc(/C=C/C(=O)c3ccc(C)cc3)c(=O)[nH]c2c1 | 8 | -113
Cc1ccc(NC(=O)CN2CCC(c3nc4ccccc4s3)CC2)cc1 | 10 | -108
COc1ccc(-c2nc3cnccn3c2NCc2ccc(F)cc2)cc1 | 9 | -69
CCCSc1nc2c(c(=O)n(C)c(=O)n2C)n1Cc1ccc(Cl)cc1 | 14 | -34
O=C(C1CCN(S(=O)(=O)c2ccc(-n3cnnn3)cc2)CC1)N1CCC(O)CC1 | 13 | -3
CC(C)OC(=O)C(C)n1cnc2sc(-c3ccccc3)cc2c1=O (configuration not stated) | 13 | -77
CCCC(c1nnnn1C(C)(C)C)N(Cc1cc2c(C)cc(C)cc2[nH]c1=O)C1CCCCC1 (configuration not stated) | 11 | -16
COc1ccc(-c2noc(-c3cc(OC)c(OC)cc3OC)n2)cc1 | 12 | -9
CCc1ccc2[nH]c(=O)c(CN(CCCO)C(=S)NC(C)c3ccccc3)cc2c1 (configuration not stated) | 16 | -22
O=C(Cc1ccccc1)Oc1ccc2c3c(c(=O)oc2c1)CCC3 | 12 | -17
COc1cc(CC(=O)N2CC[C@@H](c3ccccc3)[C@H](O)C2)cc(OC)c1OC | 6 | 11
Cc1[nH][nH]c(=O)c1C(c1ccc(OCc2cccc3ccccc23)cc1)c1c(C)[nH][nH]c1=O | 12 | -39
O=C(O)c1ccc(S(=O)(=O)N=Nc2c(O)[nH]c3ccccc23)cc1 | 11 | 14
CCOc1ccc(N2C(=O)NC(=O)/C(=C/c3cccc(OC)c3O)C2=O)cc1 | 9 | 14
CC1(C)Oc2ccc3ccc(=O)oc3c2CC1O (configuration not stated) | 10 | 16
CCC(C)(C)n1nnnc1CN(CCN1CCOCC1)Cc1cc2c(C)ccc(C)c2[nH]c1=O | 8 | 1
CC(=O)c1cc(C(=O)NC2(c3ccccc3)CCCC2)cs1 | 2 | -30
Cc1ccccc1N(CC(=O)Nc1ccc2c(c1)OCCO2)S(C)(=O)=O | 6 | -38
CC(=O)c1cccc(NC(=O)C2CCN(S(=O)(=O)c3ccc(-n4cnnn4)cc3)CC2)c1 | 6 | -39
Cn1ccnc1C[C@@](C)(O)c1ccccc1 | 14 | -54
Cn1ncc(C#N)c1NC(=O)c1cc(-c2ccc(Cl)cc2Cl)on1 | 6 | -3
Cn1ccnc1CNS(=O)(=O)c1ccc2c(c1)oc(=O)n2C | 5 | -12
COc1ccc(C(c2nnnn2C(C)(C)C)N2CCN(c3ccccc3)CC2)c(OC)c1 (configuration not stated) | 12 | -12

# Structural class: the entries above containing an aryl thioether with sulfur outside any ring (six)
structure | PGE2 EP2 inh | EP2 mod
CC(=O)c1ccc(NC(=O)CSc2nnc(-c3cccs3)n2C)cc1 | 5 | -8
NC(=O)CSc1nc2ccccc2c2c1CCCC2 | 12 | 47
Cc1cccc(OCc2nnc(SCC(N)=O)n2Cc2ccco2)c1C | 10 | -36
CCc1cc2cc3c(cc2nc1SCC(=O)NC1CCCC1)OCO3 | 8 | 53
COc1ccc2c(c1)cc(C)c1nnc(SCC(=O)N3CCCc4ccccc43)n12 | 6 | -21
CCCSc1nc2c(c(=O)n(C)c(=O)n2C)n1Cc1ccc(Cl)cc1 | 14 | -34

# (list continues)
structure | PGE2 EP2 inh | EP2 mod
CCc1nccn1CC(=O)NC(C)c1nc(-c2ccccc2C)no1 (configuration not stated) | 6 | -27
CC1CCN(Cc2nnnn2C2CCCC2)CC1 | 5 | -9
COc1cc(C2NC(C(=O)O)CS2)ccc1OCc1ccc(Cl)cc1 (configuration not stated) | 10 | -26
C/C(Cl)=C/Cn1c(N2CCNCC2)nc2c1c(=O)n(C)c(=O)n2C | 8 | -35
C#CCN1C(=O)C2C(C(=O)NC)C3(C)C=CC2(O3)C1C(=O)NC1CCCC1 (configuration not stated) | 7 | -3
CCOc1ccc2[nH]c(=O)c(C(c3nnnn3C3CCCCC3)N3CCCCCC3)cc2c1 (configuration not stated) | 8 | 22
Cc1ccc2cc(C#N)c(SCC(=O)Nc3ccccc3)nc2c1C | 17 | 27
O=C(Nc1cc(Cl)ccc1N1CCOCC1)c1cccnc1 | 9 | -7
Cc1ccc(-n2c(O)c(C=C3N=c4ccccc4=N3)sc2=S)cc1 | 11 | -35
CCN(CC)c1nc2c(c(=O)[nH]c(=O)n2C)n1Cc1ccc(C)cc1 | 17 | -10
CC(Sc1nnc(COc2ccc3ccccc3c2)n1C)C(=O)Nc1cccc2ccccc12 (configuration not stated) | 8 | -81
COc1cccc(C2(NC(=O)CCn3ccnc3-c3ccccc3)CCCC2)c1 | 6 | -48
Cc1ccccc1Cn1c(SCC#N)nc2c1c(=O)n(C)c(=O)n2C | 7 | -7
COc1ccc(OC)c(CN2CCN(C(=O)c3cccc(OC)c3OC)CC2)c1 | 7 | -39
CN1CCN(C(c2ccccc2)c2nnnn2Cc2cccs2)CC1 (configuration not stated) | 4 | 3
COc1cccc(NC(=O)CN(Cc2ccccc2)S(=O)(=O)c2ccc3c(c2)OCCO3)c1 | 14 | -73
Cn1nnc2cc(NC(=O)Nc3ccc4ccccc4c3)ccc21 | 3 | -18
CC1(C)O[C@@H]2CC3C4C[C@H](F)C5=CC(=O)CC[C@]5(C)C4[C@@H](O)C[C@]3(C)[C@]2(C(=O)CO)O1 (some centres not stated) | 10 | -11
O=c1oc2ccc(Cl)cc2cc1-c1nc2c(s1)CCCC2 | 15 | -19
O=C(c1ccc(F)cc1)[C@H]1CCCN(C(=O)C2CC2)C1 | 4 | -22
CCOc1ccc(NC(=O)C2CCCN(S(=O)(=O)c3ccc(C)cc3)C2)cc1 (configuration not stated) | 5 | 5
O=C(O)[C@@H](O)Cc1ccccn1 | 12 | 15
Cc1cc(C)nc(N2CCC(C(=O)NCC(N)=O)CC2)n1 | 9 | -4
Cc1ccc(C)c(/C(O)=C2/C(=O)C(=O)N(CCCn3ccnc3)C2c2cccs2)c1 (configuration not stated) | 18 | 36
COCCCNCc1cc2c(C(C)(C)C)nn(-c3ccccc3)c2[nH]c1=O | 8 | 4
COc1ccc2[nH]c(CN3CCC(O)(c4ccccc4F)CC3)c(C)c2c1 | 6 | -74
Cn1c(=O)[nH]c(=O)c2c1nc(Sc1nc3ccccc3[nH]1)n2Cc1ccc(Cl)cc1 | 6 | -29
CC(=O)[C@]1(O)CC[C@@H]2[C@H]3C[C@@H](C)C4=CC(=O)CC[C@@]4(C)[C@@H]3[C@@H](O)C[C@]21C | 50* | 4
COCCCNC(=O)c1c(O)c2cc(OC)c(OC)cc2[nH]c1=O | 8 | -9
Cc1cc2ccccc2n2c(=O)n(CC(C)NC(=O)c3ccc(C(N)=O)cc3F)nc12 (configuration not stated) | 9 | 8
COc1ccc(NC(=O)C2CCN(c3cnccn3)CC2)cc1 | 10 | -40
Cn1nnnc1SCC(=O)NC1CCCC1 | 16 | -4
CC(C)C(=O)c1cn(CC(=O)NCCc2ccccc2)c2ccccc12 | 10 | -39
CN(C)CCCn1c(SCC(=O)N2CCCC2)nnc1-c1ccncc1 | 8 | -32
CC(C)(C)c1nn(-c2ccc(F)cc2)c2[nH]c(=O)c(CNC3CC3)cc12 | 10 | 3
COC(=O)C[C@H]1C2(C)CC34OC5(C)O[C@@]6([C@H](OC(C)=O)C(OC(C)=O)[C@]7(C)C(/C(=C(/O)C(C)C)C(=O)O[C@H]7c7ccoc7)[C@@]6(O5)[C@H](OC(C)=O)[C@@]3(O)C2OC(=O)C(C)C)[C@]14C (some centres not stated) | 15 | 21
O=C(O)[C@@H]1C[C@@H](C(=O)O)N1 | 13 | 7
Cc1cccn2c(=O)c3cc(C(=O)NC4CCCC4)c(=N)n(Cc4ccncc4)c3nc12 | 11 | 15
COc1ccc(OC)c(-c2csc(N(CCCN(C)C)C(=O)c3ccccc3C)n2)c1 | 29 | -44
O=S(=O)(NCc1ccc2c(c1)OCO2)c1ccc(S(=O)(=O)N2CCCC2)cc1 | 7 | -33
CCNC(=S)N(Cc1ccc(OC)cc1)Cc1cc2ccc(C)c(C)c2[nH]c1=O | 7 | -22
N#CC1=C(N)Oc2n[nH]c(-c3cccs3)c2C1c1ccc(O)cc1 (configuration not stated) | 13 | -27
CCOc1cc(/C=C/c2nc(O)c([N+](=O)[O-])c(=O)[nH]2)ccc1OCc1ccc(F)cc1 | 10 | 14
Cc1ccccc1OCC(=O)Nc1ccc(N2CCN(C(=O)c3cccs3)CC2)cc1 | 9 | -47
CC(C)(C)c1[nH]ncc1CN1CCC(O)(c2ccc3c(c2)OCO3)CC1 | 4 | -7
COc1ccccc1NC(=O)C(=O)NCCN1CCOCC1 | 15 | 0
O=C(CCCCl)Nc1ncc(Cc2cccc3ccccc23)s1 | 8 | -44
CCC(C)NC(=O)CSc1nnc(-c2ccccn2)n1-c1ccc(OC)cc1 (configuration not stated) | 12 | 3
CC(=O)NNC(=O)Cn1nnc(-c2ccccc2)n1 | 7 | -3
O=C(Nc1ccc2c(c1)OCO2)C1CCN(C(=O)c2ccc(Cl)cc2Cl)CC1 | 5 | -58
COc1cc2c(cc1CN1C[C@@H]3CCCN3C[C@H]1Cc1ccccc1)OCO2 | 7 | -11
O=C(CN1CCC(N2CCCCC2)CC1)c1ccc2c(c1)OCCO2 | 11 | -13
O=C(COc1ccc(S(=O)(=O)N2CCCC2)cc1)Nc1ccc(F)cc1F | 9 | -30
Cc1cc(NC(=O)C2C3C=CC4(O3)C2C(=O)N(c2cccc(Cl)c2C)C4C(=O)NC(C)(C)C)no1 (configuration not stated) | 13 | -22
O=S(=O)(c1cccc(F)c1)N1CCC(n2nnc3cc(F)ccc32)CC1 | 1 | -61
O=C(Nc1cccc(-c2nc3ncccc3o2)c1)c1cccs1 | 22 | -67
C=C(CC(=O)O)C(=O)O (tested in a mixture with another compound) | 36 | 47
Cc1cc2cc3c(cc2n2c(SCC(=O)NCCc4ccccc4)nnc12)OCCO3 | 7 | -4

# Only part of the results is shown; count on the stated rates, not on these rows.
